Compound activity as filed in PubChem.
IEC-6 cytotox: cytotoxicity in IEC-6 intestinal epithelial cells, primary screen, cytotoxicity control for KLF5 inhibitor project, cell-based, luminescence | IEC-6 cytotoxicity, luminescence viability | inhibition, % at 5 µM | 290,000 compounds, 0.78% hits; in the data active means inhibition above about 22%;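 further: 0% = plate median of test compound wells and 100% = cytotoxic reference compound wells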
DYRK1A inh: rat Dyrk1A kinase inhibitors, primary screen, biochemical, single point, plate reader | ADP-Glo luminescence, NFATc1 peptide | 310,000 compounds, 0.43% hits | AID 504441, 2011 | Dual specificity tyrosine-phosphorylation-regulated kinase 1A (Rattus norvegicus), Q63470 | inhibition, % at 12.5 µM; in the data active means inhibition above about 50%;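 further: plate controls were vehicle with enzyme for no effect and no enzyme for full effect; many of its hits are not listed in these tables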
aSyn UTR inh: MLPCN primary screen, SNCA 5' untranslated region; alpha-synuclein 5'UTR reporter, inhibitor activity; inhibition, % (tested at 7.5 µM); 300,000 compounds, 0.82% hits; AID 1813, 2009; in the data active means inhibition above about 60%;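 further: H4 neuroglioblastoma cells stably carrying SNCA 5'UTR luciferase fusion; 0% = DMSO wells and 100% = positive control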
HSF1 inh: HSF1 inhibitors in luciferase reporter cells, primary screen, cell-based, NIH3T3, luminescence; AID 2098, 2009; NIH3T3-HGL HSE-luciferase, MG132-induced, luminescence 8 h; stronger effect = lower value; activity change, negative = inhibition, % at 7.5 µM (by protocol); 300,000 compounds, 0.77% hits;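 active means more than half of replicate wells show activity change below -50%, luminescence cut by over half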;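 further: luciferase reports HSF-1 transcriptional activity via heat shock element; 0% = median of DMSO wells and -100% = zero luminescence signal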
HSF-1 act: HSF-1 activators, primary screen, NIH3T3-HGL cells, MG132 stress, luminescence, single point; NIH3T3-HGL HSF-1 luciferase reporter, 8 h; 100% = twice DMSO control signal; activation, % at 9 µM; 300,000 compounds, 1.7% hits; AID 504408, 2011;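 active means mean replicate activation of at least 50% with a set share of replicates each reaching 50%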;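 further: 0% = median of the neutral control wells and 100% = twice that signal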
KLF5 inhibitor: KLF5 expression inhibitors, primary screen, DLD-1 cells, luminescence; DLD-1 KLF5 promoter-luciferase reporter; inhibition, % at 5 µM; 290,000 compounds, 0.23% hits; AID 1700, 2009;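 active means inhibition above a per-plate limit of that plate's mean compound inhibition plus 3 SD, cut at about 60% in these data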;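 further: 0% = DMSO wells and 100% = LY294002 at 200 µM; higher means less KLF5 promoter-driven luciferase light; inactives centre near -14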
Platelet DG rel: inhibitors of platelet dense granule secretion, primary screen, cell-based, MLPCN, human platelets. 300,000 compounds, 0.22% hits. human platelet-rich plasma, SFLLRN dense granule ATP release, luminescence. AID 1663, 2009. inhibition, %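 (compounds screened at 7.5 µM in platelet-rich plasma)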;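 active means mean replicate score, as percent of positive control, at or above 50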
HSP90 inh: HSP90 inhibitors, primary screen, cell lysate, luminescence | Rabbit reticulocyte lysate, luciferase refolding luminescence, 3 h | 290,000 compounds, 0.91% hits | inhibition, % at 5.6 µM | Heat shock protein HSP 90 (rabbit reticulocyte lysate; luciferase refolding);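 active means inhibition above the screen-wide mean plus 3 SD, computed separately per campaign, cut at about 16% in these data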;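 further: 0% = DMSO wells and 100% = 60 µM geldanamycin wells; inhibitors lower the luminescence because luciferase stays unfolded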
GSK3B inh: human GSK3beta kinase inhibitors, primary screen, biochemical, cell-free homogeneous, HTS; Glycogen synthase kinase-3 beta (Homo sapiens), P49841; GST-GSK3beta kinase, ADP-Glo luminescence, 60 min; stronger effect = lower value; activity score (negative = inhibition), % at 10 µM; 300,000 compounds, 0.038% hits;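 active means more than half of replicate wells score below -50%, meaning over 50% inhibition versus plate controls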;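 further: 0% = median DMSO wells and -100% = median GW8510 positive control wells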
Target sequence (P49841 whole entry, looked up): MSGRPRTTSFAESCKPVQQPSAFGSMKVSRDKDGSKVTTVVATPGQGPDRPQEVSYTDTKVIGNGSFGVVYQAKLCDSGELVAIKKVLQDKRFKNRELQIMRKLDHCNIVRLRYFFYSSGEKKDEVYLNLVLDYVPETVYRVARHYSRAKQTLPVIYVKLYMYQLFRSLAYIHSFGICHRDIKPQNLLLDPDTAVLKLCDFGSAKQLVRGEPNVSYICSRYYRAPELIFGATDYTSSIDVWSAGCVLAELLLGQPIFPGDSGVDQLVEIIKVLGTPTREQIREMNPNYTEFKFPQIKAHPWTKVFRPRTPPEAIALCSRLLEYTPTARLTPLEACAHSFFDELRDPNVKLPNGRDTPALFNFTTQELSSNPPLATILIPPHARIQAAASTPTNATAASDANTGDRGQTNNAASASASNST
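Assay system: GST-tagged human GSK3beta kinase, cell-free; Input: 1.6 ng GSK3beta; Medium: Tris/MgCl2 kinase buffer; Timing: 60 min enzyme reaction, room temperature; Signal: ADP-Glo luminescence quantifying ADP generated by kinase; Evaluation: score relative to plate controls; Benchmarks: DMSO neutral wells and GW8510 at 20 µM as positive.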
GSK3 alpha inh: blockers of GSK3A enzyme activity – biochemical, luminescence, cell-free homogeneous, HTS, primary screen | Glycogen synthase kinase-3 alpha (Homo sapiens), P49840 | GSK-3 alpha kinase, ADP-Glo luminescence, 60 min | inhibition, % at 10 µM | 320,000 compounds, 0.1% hits;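 in the data active means inhibition above about 50%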;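 further: GST-tagged GSK-3 alpha with peptide substrate and 25 µM ATP; 0% = DMSO neutral wells and 100% = GW8510 positive control wells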
Target sequence (P49840 whole entry, looked up): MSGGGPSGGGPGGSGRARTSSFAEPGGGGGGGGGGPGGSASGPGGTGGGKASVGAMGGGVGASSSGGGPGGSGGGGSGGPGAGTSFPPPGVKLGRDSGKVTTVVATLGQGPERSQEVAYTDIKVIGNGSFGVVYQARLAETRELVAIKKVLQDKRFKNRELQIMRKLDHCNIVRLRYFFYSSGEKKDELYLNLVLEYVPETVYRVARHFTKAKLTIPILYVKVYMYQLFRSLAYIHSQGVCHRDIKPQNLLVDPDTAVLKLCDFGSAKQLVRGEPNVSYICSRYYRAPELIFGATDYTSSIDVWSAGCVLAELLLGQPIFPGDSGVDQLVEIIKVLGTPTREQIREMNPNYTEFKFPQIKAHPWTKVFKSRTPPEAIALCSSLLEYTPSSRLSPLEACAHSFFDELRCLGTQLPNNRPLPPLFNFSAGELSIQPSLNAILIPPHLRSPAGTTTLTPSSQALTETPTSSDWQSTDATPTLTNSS
* marks the source's active call; other numbers are inactive results; nt = no result given. Some of the compounds tested; count on the stated rates, not on these rows.

Molecule	IEC-6 cytotox	DYRK1A inh	aSyn UTR inh	HSF1 inh	HSF-1 act	KLF5 inhibitor	Platelet DG rel	HSP90 inh	GSK3B inh	GSK3 alpha inh
Cc1cccc(CNC(=O)c2cc(S(=O)(=O)N3CCOCC3)cn2C)c1	-11.3	-4.6	1.0	-3.4	7.0	-19.1	3.4	-4.4	0.3	-3.7
COc1ccccc1C(=O)NCC(=O)OCC(=O)c1cccc2ccccc12	nt	-0.6	16.1	19.0	60.3*	nt	20.6	nt	3.7	-2.5
N#Cc1ccc(/C=N/NC(=O)c2cccc(S(=O)(=O)N3CCOCC3)c2)cc1	-4.7	-7.2	-17.9	2.7	-10.2	-17.8	13.4	-0.3	2.1	-2.8
COC(=O)c1cc(OC)c(OC)cc1NC(=S)N1CCCCC1	-4.2	-1.0	33.3	-7.1	-5.0	-4.9	18.9	-2.0	2.8	0.7
Cc1cc(C(=O)NCc2cc(C(=O)O)co2)co1	3.0	0.0	12.4	-3.3	-1.8	-18.1	2.9	-0.2	-0.6	-0.8
COc1ccccc1N1CCN(C(=O)CN(C)S(=O)(=O)c2cc(C)ccc2OC)CC1	5.1	-4.2	17.7	-1.6	-6.3	13.5	8.7	6.4	2.9	0.4
COc1ccc(/C=C2\SC(=O)N(CCNC(=O)CCS(=O)(=O)c3ccc(C)cc3)C2=O)cc1	-5.8	1.3	-64.1	11.5	30.1	-26.2	33.0	-6.3	3.0	0.0
C[C@@H](CN1C(=O)C(=O)NC[C@@H]1Cc1ccc(O)cc1)NC(=O)Cc1ccccc1	-0.2	3.3	-4.0	-8.3	-15.3	-12.0	-1.6	-6.5	-5.9	-2.4
O=C(O)c1ccc(OCc2ccc(C(=O)O)o2)cc1	0.3	-2.6	-4.9	-2.9	-13.6	-53.7	0.7	-1.1	-1.0	-2.3
CCOCCCn1c(=S)[nH]c2cc(C(=O)NC3CCCCC3C)ccc2c1=O (stereo unspecified)	-1.2	6.0	7.7	2.0	22.9	-12.9	-5.3	-2.8	-1.9	1.0
CC(C)(C)n1nnnc1C(c1cccnc1)N1CCN(C2CCCCC2)CC1 (stereo unspecified)	6.4	-11.3	13.5	-1.7	21.2	-20.1	0.5	4.9	-1.4	-4.5
Cc1ccc(Cn2c(C3CCCN3c3nc(-c4cc(Cl)c(N)c(Cl)c4)cs3)nc3cc(C(=O)NCCCO)ccc32)cc1 (stereo unspecified)	nt	-8.1	-11.4	5.0	7.5	nt	-2.6	nt	-1.5	1.4
NC(=O)Cc1cn(-c2ncc(C(F)(F)F)cc2Cl)c2ccccc12	3.3	5.8	11.2	5.6	-0.4	-11.2	2.3	5.0	4.7	-1.9
COC(=O)c1cccc(-n2c(C)cc(C=O)c2C)c1	-1.5	1.8	25.9	-6.2	-4.8	23.5	1.1	2.0	-11.1	0.9
Cc1ccc(NCCCCO)cc1C	2.4	-14.4	-13.0	nt	nt	-15.6	4.2	-0.3	0.7	7.7
CN(Cc1ccccc1)S(=O)(=O)c1ccc(OCC(=O)NCc2ccccn2)cc1	-1.0	-1.6	8.3	-2.4	8.5	2.5	0.3	-2.9	0.4	0.0
CCOC(=O)C1CCCN(C(=O)CCC(=O)Nc2ccc3nc(N4CCOCC4)cc(C)c3c2)C1 (stereo unspecified)	0.7	-1.9	-62.7	1.8	-4.0	-50.3	-2.1	-0.5	0.3	3.6
Cc1c(NC(=O)Nc2cccc(Cl)c2Cl)c(=O)n(-c2ccccc2)n1C	5.9	0.7	7.6	1.3	-2.9	-22.5	-8.0	-0.2	3.1	-1.6
CC(=O)Nc1ccc(C(=O)OCC(=O)c2ccc(F)cc2)cc1	-4.3	-0.3	-10.0	2.7	-0.7	-28.2	-1.1	0.9	-12.3	-1.6
Cc1cc2cc(C=C(C#N)C#N)c(Cl)nc2cc1C	-0.9	2.9	-74.8	2.6	-9.6	-48.9	-13.5	1.4	-1.8	1.6

(cont.)
Molecule	IEC-6 cytotox	DYRK1A inh	aSyn UTR inh	HSF1 inh	HSF-1 act	KLF5 inhibitor	Platelet DG rel	HSP90 inh	GSK3B inh	GSK3 alpha inh
COC(=O)c1c(N2C(=O)[C@H]3[C@@H](C2=O)[C@]2(C(=O)Nc4c(C)cc(C)cc42)N2CCC[C@@H]32)sc(C)c1C	-4.1	1.2	6.4	6.9	6.8	-18.1	-14.0	0.3	-0.4	-3.2
CCCNS(=O)(=O)c1cccc(C(=O)NC2CCCc3ccccc32)c1 (stereo unspecified)	0.8	2.5	11.9	-3.3	-4.0	-12.6	0.4	6.5	-0.7	-0.7
Cc1nnc(SCC(=O)N2CCN(c3ccccc3)CC2)n1-c1ccccc1	-1.7	5.9	31.8	-9.5	-3.2	-2.6	13.8	-2.9	1.7	-0.2
CCN1CCC(NC(=O)Nc2ccccc2C(=O)OC)CC1	7.6	1.0	-23.6	3.0	-9.7	-11.4	-4.5	1.2	0.7	nt
N#Cc1ccc(CSc2nnc3ccccn23)cc1	-12.5	2.9	8.5	16.1	26.3	-12.4	5.6	1.5	-2.3	0.5
O=C(CSc1nnnn1-c1ccc2c(c1)OCCO2)OC1CCCCC1	-1.3	11.0	nt	nt	nt	5.0	nt	-4.5	nt	-0.5
CC(C)(C)Nc1nc2cc([N+](=O)[O-])ccc2o1	-1.9	-2.1	-20.5	3.7	6.6	-48.1	-5.1	0.2	1.0	-3.0
COC(=O)c1c(NC(=O)c2cccc(N3C(=O)CCC3=O)c2)sc2c1CCN(C(C)=O)C2	6.4	12.4	-0.4	4.7	10.8	8.4	3.8	10.2	-2.4	2.6
O=C(Cc1ccc(Cl)cc1)Nc1cccc(C(=O)Nc2ccccc2C(=O)O)c1	-1.3	12.3	12.9	1.6	13.2	-19.6	3.1	-1.8	4.2	-3.6
Cn1c(NC(=O)c2ccccc2)c(-c2ccccn2)c(=O)c2ccccc21	-0.8	1.8	-3.2	-0.8	-10.1	-22.2	11.6	0.6	0.2	0.5
Cc1nc2oc3ccc(F)cc3c(=O)c2cc1C(=O)NC(C)(C)C	6.5	-5.4	-75.8	11.4	27.7	-21.9	4.0	0.1	6.2	-0.5
O=C(COC(=O)CNC(=O)c1ccccc1)Nc1ccc(Cl)cc1C(F)(F)F	2.7	0.0	4.4	-9.2	-4.2	-15.4	-7.5	1.8	-1.4	0.8
Brc1c(-c2ccccc2)nc2n1Cc1ccccc1-2	10.3	7.6	-145.8	5.2	19.6	-101.5	-0.1	-0.5	-2.7	-0.1
CC1=C(C)CC(C(=O)Nc2ccc(C(N)=O)cc2)C(C(=O)O)C1 (stereo unspecified)	1.4	-5.4	26.2	-1.0	6.8	0.2	1.7	-0.8	9.9	0.3
CCN(CC)CCCNc1nc(CN2CCOCC2)nc2sc3c(c12)CCC3	-0.4	-4.0	-18.0	-2.5	-4.4	-13.9	6.6	3.2	0.1	0.8
O=S(=O)(NCc1ccccc1)NCc1ccccc1F	-1.7	-7.2	5.5	-1.4	4.5	-30.1	1.5	-0.3	-1.0	-4.6
CC(C)CNC(=O)c1cccc(NC(=O)CCc2ccccc2)c1	-3.5	3.4	-10.0	-12.0	5.0	-15.5	8.8	0.5	-0.5	-0.8
N#Cc1c(N)nc2c(c1-c1ccco1)CCCCC2	-2.6	4.3	24.2	-3.9	-0.2	-59.2	-2.5	-0.5	3.7	1.4
C=CCOc1ccc(C(=O)Nc2ncn[nH]2)cc1	-1.1	nt	-38.4	-0.9	24.4	-50.2	10.1	-0.2	-1.8	-2.9
CCOC(=O)C1=C(C)NC2=C(C(=O)c3ccccc32)C1c1cccc2ccccc12 (stereo unspecified)	-3.0	-1.9	20.9	1.9	7.6	-12.5	-0.7	3.1	-1.0	-1.3

A section from further up, as a working copy:
Molecule	IEC-6 cytotox	DYRK1A inh	aSyn UTR inh	HSF1 inh	HSF-1 act	KLF5 inhibitor	Platelet DG rel	HSP90 inh	GSK3B inh	GSK3 alpha inh
Brc1c(-c2ccccc2)nc2n1Cc1ccccc1-2	10.3	7.6	-145.8	5.2	19.6	-101.5	-0.1	-0.5	-2.7	-0.1
CC1=C(C)CC(C(=O)Nc2ccc(C(N)=O)cc2)C(C(=O)O)C1 (stereo unspecified)	1.4	-5.4	26.2	-1.0	6.8	0.2	1.7	-0.8	9.9	0.3

Remaining list, next part
Molecule	IEC-6 cytotox	DYRK1A inh	aSyn UTR inh	HSF1 inh	HSF-1 act	KLF5 inhibitor	Platelet DG rel	HSP90 inh	GSK3B inh	GSK3 alpha inh
CCOc1cc(C(=O)N2CCN(c3ccc(C(C)=O)cc3)CC2)cc(OCC)c1OCC	4.8	-6.0	22.9	6.6	-2.8	-24.4	-1.8	-3.8	1.5	1.2
O=C(CNC(=O)c1ccc(OC(F)F)cc1)NCC1CCCO1 (stereo unspecified)	9.0	-5.9	14.8	-1.1	-10.8	-11.6	3.4	1.0	1.9	-0.6
CC(C)(C)c1ccc(SCCc2ccncc2)cc1	-1.0	nt	-48.0	-0.5	10.0	-21.4	2.0	-4.3	2.6	-0.2
Cc1ccc(S(=O)(=O)Nc2ccccc2C(N)=O)cc1	-4.6	-3.0	-20.6	-4.2	-7.6	5.0	3.4	-3.4	3.5	-3.7
C/C=C/C(=O)OCC(=O)Nc1c(Cl)cccc1Cl	8.2	-12.6	2.7	6.5	-21.6	-30.8	5.7	4.8	1.2	-2.7
Cc1ccc(S(=O)(=O)N2CCN(c3c([N+](=O)[O-])cc(C(F)(F)F)cc3[N+](=O)[O-])CC2)cc1	-5.3	0.0	8.4	-2.9	4.5	-26.6	1.7	-0.8	-1.6	-1.6
